High-throughput results from PubChem BioAssay.
Rac1 act GTP bind: alters GTP binding to activated mutant human Rac1 | P63000 | GST-Rac1 activated beads, fluorescent GTP binding, flow cytometry; actives lie on both sides; 100% means binding = to untreated wells | percent activity (GTP binding), % at 10 µM | hit rate 0.11% among 190,000;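 active means GTP binding at least 20 percentage points away from the 100% baseline, in either direction, so actives lie on both sides; inconclusive means Compound likely fluorescent itself, or too few beads counted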
Rab7 wt modul: modulators of GTP binding to dog Rab7 wildtype GTPase; hit rate 0.055% among 190,000; GST-Rab7 beads, fluorescent GTP binding, flow cytometry; actives lie on both sides; untreated = 100%, excess cold GTP = 0%; GTP binding activity (percent of control), % at 10 µM; AID 758;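 active means fluorescent GTP binding to Rab7 beads changed by at least 20 points from the 100% baseline, either direction, mostly lower; inconclusive means compound itself probably fluorescent, or too few beads counted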;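 further: median green fluorescence of bound Bodipy-FL-GTP per Rab7 bead population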
Mcl-1 Bim block: inhibitors of Bim-Mcl-1 interaction, human; inhibition, % at 10 µM; AID 1009; Q07820; hit rate 0.1% among 190,000; Bead-based flow cytometry, Bim peptide-Mcl-1 binding; in the data active means inhibition above about 40%;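 further: 0% = no compound tracer wells and 100% = peptide blocker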
Target sequence (Q07820 whole entry, looked up): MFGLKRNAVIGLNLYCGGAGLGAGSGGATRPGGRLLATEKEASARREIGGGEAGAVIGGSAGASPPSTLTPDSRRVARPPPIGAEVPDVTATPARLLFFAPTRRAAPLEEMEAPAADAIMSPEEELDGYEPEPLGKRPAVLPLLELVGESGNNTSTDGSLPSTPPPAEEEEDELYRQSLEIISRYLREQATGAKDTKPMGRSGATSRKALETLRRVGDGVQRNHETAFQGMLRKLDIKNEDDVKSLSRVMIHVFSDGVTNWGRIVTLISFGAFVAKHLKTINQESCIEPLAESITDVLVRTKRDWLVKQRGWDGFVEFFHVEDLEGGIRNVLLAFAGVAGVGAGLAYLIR
Rab2 wt GTP: changes GTP binding to wildtype dog Rab2A, up or down | P61105 | GST-Rab2 wt beads, Bodipy-GTP binding, flow cytometry | GTP binding activity, % at 10 µM | hit rate 0.19% among 190,000;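 active means GTP binding activity at least 20 points away from 100%, either lowered or raised; inconclusive means signal likely due to the compound's own green fluorescence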;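 further: 0% = beads with excess unlabeled GTP and 100% = no-compound control corrected for plate trend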
Rac1 wt modul: modulators of human Rac1 wildtype GTP binding. P63000. GST-Rac1 beads, fluorescent GTP binding, flow cytometry; actives lie on both sides; 0 = cold GTP competed, 100 = untreated. GTP binding activity (% of control), % at 10 µM. hit rate 0.27% among 190,000. AID 757;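 active means GTP binding activity at least 20 points away from the 100% control level, either lower or higher; inconclusive means compound flagged as likely green fluorescent, judged across all proteins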
Pf gametocyte: kills late stage P. falciparum gametocytes; P. falciparum stage V gametocytes, ATP luminescence, 24 h; inhibition, % at 10.9 µM; hit rate 0.065% among 150,000;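 active means inhibition above the mean plus 3 SD of compounds within the control limits, set per campaign, cut at about 38% in these data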;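 further: 0% = DMSO wells and 100% = medium only without gametocytes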
HRas wt GTP bind: modulators of GTP binding to human HRas wildtype; GTP binding activity, % at 10 µM; AID 759; GST-Ras wt beads, Bodipy-FL-GTP binding, flow cytometry; actives lie on both sides; P01112; hit rate 0.14% among 190,000;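 active means GTP binding activity at least 20% away from the 100% baseline, either lowered as inhibitor or raised as activator; inconclusive means flagged as likely green fluorescent, judged across all proteins in the well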;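 further: 0% = unlabeled GTP competition control and 100% = no-compound control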
Target sequence (P01112 whole entry, looked up): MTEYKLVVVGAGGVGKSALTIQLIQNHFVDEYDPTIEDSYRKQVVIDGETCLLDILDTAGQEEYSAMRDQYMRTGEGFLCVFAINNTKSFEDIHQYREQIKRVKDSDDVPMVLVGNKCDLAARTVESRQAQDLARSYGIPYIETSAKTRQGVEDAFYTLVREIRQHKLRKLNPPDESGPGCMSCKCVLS
Cdc42 wt GTP: modulators (inhibitors or activators) of GTP binding to human Cdc42 wildtype; GST-Cdc42 beads, Bodipy-GTP binding, flow cytometry; actives lie on both sides; percent activity (GTP binding), % at 10 µM; hit rate 0.2% among 190,000; AID 761;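 active means percent activity GTP binding at least 20 points away from the 100% baseline, either down as inhibitor or up as activator; inconclusive means compound flagged as likely green fluorescent from well-wide comparison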;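 further: median bead fluorescence of bound Bodipy-FL-GTP at 100 nM; 0% = excess unlabeled GTP control and 100% = no compound control; below 100% means less GTP binding so inhibitor and above means activator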
Target sequence (P60953 whole entry, looked up): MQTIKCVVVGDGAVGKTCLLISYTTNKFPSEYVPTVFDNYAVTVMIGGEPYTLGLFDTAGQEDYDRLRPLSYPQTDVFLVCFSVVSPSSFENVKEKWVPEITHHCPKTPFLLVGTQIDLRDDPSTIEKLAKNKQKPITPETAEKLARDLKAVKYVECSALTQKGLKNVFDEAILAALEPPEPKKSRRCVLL
Avidin fluor: avidin bead compound fluorescence profile; Avidin beads, compound fluorescence 488/530 nm, flow cytometry; stronger effect = higher value; fluorescence (KMESF) at 10 µM; hit rate 0.38% among 220,000; in the data active means fluorescence above about 47; further: inactives centre near 10
Mcl1-Noxa inh: Mcl-1/Noxa interaction inhibition | Q07820 | TR-FRET Mcl-1/Noxa peptide binding, 2 h | inhibition, % at 21.7 µM | hit rate 1.5% among 220,000;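 active means compounds that cut the protein-peptide binding signal by more than 50% relative to plate controls in a single-dose test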;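 further: His-tagged Mcl-1 with rhodamine Noxa BH3 peptide and terbium anti-His antibody; 0% = Mcl-1 plus Noxa peptide wells and 100% = peptide-only wells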
Mcl1-Bid inh: disrupts binding of human Mcl-1 to Bid peptide | Q07820 | TR-FRET Mcl-1/Bid-Dy647 peptide binding, 1536-well | inhibition, % at 21.7 µM | hit rate 0.97% among 220,000 | AID 1021;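 active means compounds that cut the binding signal by more than half at the single screening dose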;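 further: His-tagged Mcl-1 with europium anti-His antibody binding Bid BH3 peptide; 0% = Mcl-1 plus peptide wells and 100% = peptide-only wells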
Starred values were filed as active, the others as inactive; ? = inconclusive; nt = no result given; & = joins results of further samples.

SMILES	Rac1 act GTP bind	Rab7 wt modul	Mcl-1 Bim block	Rab2 wt GTP	Rac1 wt modul	Pf gametocyte	HRas wt GTP bind	Cdc42 wt GTP	Avidin fluor	Mcl1-Noxa inh	Mcl1-Bid inh
COc1ccc(NC(=S)N/N=C/c2cccn2Cc2ccc(F)cc2)cc1	92	102	-2	95	95	nt	94	92	8	13	-46
O=C(Cc1cccs1)Nc1ccc(N2CCOCC2)cc1	96	99	-5	97	100	7	99	99	23	26	-37
COc1ccc([N+](=O)[O-])cc1NC(=O)CCN1CCN(C)CC1	97	107	0	101	99	4	98	101	9	-7	-14
N/C(=N\OC(=O)Cc1cccs1)c1ccccc1	100	105	0	103	105	1	103	106	10	2	-11
O=C(OCC1OC2C(Oc3nc(=O)ccn32)C1O)c1ccccc1 (configuration not stated)	96	96	-5	97	99	nt	100	100	14	6	-17
Cn1c(CN2CCCCC2)nc2cc([N+](=O)[O-])ccc21	94	107	-2	97	99	-14	96	97	9	-3	-6
NS(=O)(=O)c1cccc(NC(=O)CCSc2ccc(Cl)cc2)c1	96	98	-4	98	102	16	99	99	1	16	-5
COc1cc(Cc2ccc(N)c(OC)c2)ccc1N	97	103	-2	99	105	-18	99	99	5	19	-14
CC(=O)OCC1=C(C(=O)O)N2C(=O)C(NC(=O)CCn3nc(C)c(Cl)c3C)C2SC1 (configuration not stated)	95	104	-1	100	99	-16	98	95	9	6	-17
CCOCCCNC(=S)Nc1cc(C)cc(C)c1	104	102	-2	103	109	6	107	105	6	17	-40
Cc1cc2cc(C)c(NCCNC(=O)c3ccccc3F)nc2cc1C	94	96	0	93	94	-3	95	97	10	-8	-12
Cc1ccc(Cl)cc1N1CCN(C(=O)c2ccc3nc[nH]c3c2)CC1	97	96	-4	98	98	-2	100	97	16	21	-9
Cc1nnc(SCc2nnc(-c3cccs3)o2)s1	96	103	-3	96	99	0	96	96	12	-3	-22
O=C(Nc1cccc(-c2nc3ccccc3s2)c1)c1ccc2c(c1)OCO2	97	103	2	98	98	11	98	98	12	-2	-10
COc1ccc2c(CC(=O)Nc3nccs3)coc2c1	97	107	-1	100	101	-9	98	100	17	13	-5
COc1ccc(OC)c(S(=O)(=O)N2CCc3ccccc32)c1	96	101	-6	99	101	-6	99	99	11	-21	-15
Cc1nc(NS(=O)(=O)c2ccccc2)sc1C(=O)NN	97	95	-1	95	101	1	97	96	15	12	-39
O=C(N/N=C/c1cc2c(cc1Br)OCO2)c1c[nH]c2ccccc12	96	93	-3	95	102	-4	95	96	12	17	-2
CC(=O)Nc1ccc2c(c1)nc(CCN1CCC(C)CC1)n2C	99	100	1	100	104	nt	102	105	12	6	-6
Cn1c(=O)c2[nH]c(-c3ccccc3Cl)c(O)c2n(C)c1=O	102	103	-6	101	104	-28	104	102	8	17	-8
N#CCc1ccc(NS(=O)(=O)c2ccc(C3CCCCC3)cc2)cc1	101	100	1	100	103	-14	101	96	1	3	2
c1ccc2[nH]c(CN3CCN(c4ncnc5c4oc4ccccc45)CC3)nc2c1	97	100	0	98	99	25	98	96	25	-1	0
NC(=O)C1CC(=O)N(c2ccc(OCc3ccc(Cl)cc3)cc2)C1 (configuration not stated)	95	104	-2	98	97	16	98	94	12	9	-16
CCn1c2ccccc2c2cc(NC(=O)COC(=O)c3cccc(S(=O)(=O)NC)c3)ccc21	101	98	-4	99	107	nt	102	105	13	20	-15
Cc1cccc(NC(=O)CSc2nnc(-c3cc(C)n(-c4ccccc4)c3C)o2)c1C	93	95	-6	94	93	nt	95	94	32	-5	-41

More records:
SMILES	Rac1 act GTP bind	Rab7 wt modul	Mcl-1 Bim block	Rab2 wt GTP	Rac1 wt modul	Pf gametocyte	HRas wt GTP bind	Cdc42 wt GTP	Avidin fluor	Mcl1-Noxa inh	Mcl1-Bid inh
CCc1ccc(-c2cc(C(=O)N/N=C/c3c[nH]c4ccccc34)[nH]n2)cc1	99	95	0	99	99	nt	99	98	11	12	-21
CC(C)(C)Nc1nc(NC(C)(C)C)nc(-n2ccnc2)n1	102	103	-6	105	107	nt	104	106	6	17	27
CCCN(CCC)CC(O)CN1C(=O)NC(C)(C)C1=O (configuration not stated)	95	99	0	96	102	8	99	97	10	8	-26
CCOC(=O)c1c2n(c3ccc(O)cc13)CCC2	99	101	0	101	103	nt	102	100	8	-4	-10
COC(=O)CNC(=O)c1ccc2c(c1)S(=O)(=O)c1ccccc1C2=O	98	101	-1	98	102	nt	100	99	20	6	2
COc1ccc(O)c(/C=N/n2c(-c3ccco3)csc2=Nc2cccnc2)c1	98	99	6	98	101	53*	100	97	13	25	-22
Cc1nnc(-c2cnn(C)c2N)n1Cc1ccc(Cl)cc1	102	101	-1	100	107	3	103	104	6	13	-15
Cc1ccc(NC(=O)CN(C)C(=O)Cn2cc(C(F)(F)F)cc(Cl)c2=O)cc1	102	99	-7	102	106	-3	103	105	10	4	-5
CC(C)COc1ccc(C(=O)Nc2ccc([N+](=O)[O-])cc2)cc1	99	92	3	95	94	nt	96	93	11	11	-20
Cc1cc(C)cc(C(=O)N(c2ccccn2)C(C)c2ccco2)c1 (configuration not stated)	98	96	0	98	98	10	99	99	7	-9	-18
O=C(Nc1cccc2ncccc12)c1ccc(OCc2ccccc2)cc1	95	107	0	105	107	0	102	99	11	-3	-3
CC(CCc1ccco1)NC(=O)Nc1cccc(F)c1 (configuration not stated)	96	96	-2	97	97	nt	96	97	10	5	-28
O=C(O)c1cn(Cc2ccccc2Cl)c2ccc(S(=O)(=O)N3CCOCC3)cc2c1=O	?	?	0	?	?	-4	?	?	22	10	-1
COC(=O)COc1ccc(Cl)cc1C1Nc2ccccc2C(=O)N1c1ccc(OC)cc1 (configuration not stated)	101	95	-1	100	103	nt	100	100	20	-5	-45
CCc1ccccc1NC(=O)c1ccc(Cn2cc([N+](=O)[O-])cn2)cc1	101	95	-2	96	105	-21	99	102	4	6	-24
CCN(CCO)C(=O)CC1C(=O)NCCN1Cc1c(F)cccc1Cl (configuration not stated)	94	106	-1	99	97	-26	98	97	1	-2	-38
C=CCNC(=O)c1c(Cl)cccc1Cl	100	99	-6	100	110	nt	103	106	34	0	-16
CC1CCC(NC(=O)Cn2c3c(c(-c4ccccc4Cl)cc2=O)CCC3)CC1 (configuration not stated)	99	100	3	103	103	nt	101	103	10	13	2
CCOC(=O)CC(Nc1nc(N2CCOCC2)nc(N2CCOCC2)n1)c1ccccc1Cl (configuration not stated)	97	96	-1	98	100	2	95	97	10	19	-8
Cc1nn(CC#N)c(=O)n1-c1ccccc1	100	105	-2	103	110	nt	107	104	7	4	-24
CCOC(=O)c1c(N)sc2c1CCCC2	96	103	0	104	102	nt	101	99	21	21	-87
CCCC(=Nc1ccccc1)C1=C(O)C(C(=O)OC)C(C)(C)CC1=O (configuration not stated)	101	102	-2	100	103	18	103	100	33	9	-17
COc1ccc(C(=O)N2CCOC2CNC(=O)C(=O)NCc2ccc3c(c2)OCO3)cc1 (configuration not stated)	99	96	-3	98	99	-3	98	98	5	-5	6
NNc1nc2ccc(F)cc2s1	98	97	0	96	102	nt	97	99	8	20	-16
C#C[C@]1(O)CC[C@H]2[C@@H]3CCc4cc(O)ccc4[C@H]3CC[C@@]21C	101	96	-2	99	102	nt	102	101	8	43	8

(cont.)
SMILES	Rac1 act GTP bind	Rab7 wt modul	Mcl-1 Bim block	Rab2 wt GTP	Rac1 wt modul	Pf gametocyte	HRas wt GTP bind	Cdc42 wt GTP	Avidin fluor	Mcl1-Noxa inh	Mcl1-Bid inh
Cc1cccc(C(=O)NC2CCN(C(=S)NCc3ccco3)CC2)c1	97	100	5	100	105	nt	101	102	10	-14	-56
NC(=S)N/N=C/c1ccc2c(c1)OCCO2	95	98	0	97	100	32	99	96	15	10	-38
COc1ccc(OC)c(NC(=O)CSc2nnnn2C)c1	95	96	-1	97	100	16	98	101	5	0	-10
O=C(O)c1cc(S(=O)(=O)N2CCCCCC2)c(Cl)cc1Cl	99	98	1	98	96	10	98	98	16	4	5
COc1ccc(C(NC(=O)c2ccco2)c2ccc(OC)c(OC)c2)cc1 (configuration not stated)	97	100	-3	100	98	-26	100	100	17	-2	-21
COc1ccc(OC)c(-c2cc(C3CCN(c4ncccc4[N+](=O)[O-])CC3)[nH]n2)c1	97	98	-5	97	98	nt	96	93	8	18	12
COC(=O)c1ccccc1NC(=O)NCCc1ccccc1OC	92	94	3	95	99	9	94	94	10	1	-2
CC(=O)N1Cc2ccccc2CC1C(=O)N1CCN(c2ccccc2)CC1 (configuration not stated)	96	96	4	97	96	nt	98	96	4	4	-44
CN1CCN(CC#CCn2c3ccccc3c3ccccc32)CC1	98	95	-6	99	104	nt	100	100	5	10	-8
Cc1cc(C)c2[nH]c(=O)c(CN(Cc3cccs3)C(=S)NCc3ccco3)cc2c1	101	98	4	100	108	nt	102	104	13	6	-68
O=C(NCc1ccco1)[C@@H]1CCCN1C(=O)c1cccs1	95	99	1	98	97	nt	96	96	13	-15	-13
C=CCn1c(SCC(=O)NC2CCCCC2)nnc1C1CCCCC1	?	?	0	?	?	2	?	?	60*	-2	-17
COc1ccc(-c2csc(CCN3N=C(C)CC3=O)n2)cc1	97	99	2	98	102	-26	98	99	10	16	-18
COc1cccc(C(=O)CN2C3=NCCCN3c3ccccc32)c1	102	104	0	103	104	nt	104	104	25	-2	-7
CCOC(=O)CN(C(=O)Cn1nnc(-c2ccc(OC)cc2)n1)C(C(=O)NC1CCCC1)c1ccc(F)cc1 (configuration not stated)	98	99	-3	101	100	-22	99	100	22	12	2
Cn1nnnc1SCc1ccccc1[N+](=O)[O-]	99	100	-2	101	102	-32	101	103	15	5	-1
N#C/C(=C\c1cn(-c2ccccc2)nc1-c1cc2ccccc2o1)c1nc2ccccc2[nH]1	100	103	0	104	106	-11	104	103	2	59*	18
COc1ccc(CC(=O)OCn2nnc3ccccc3c2=O)cc1	98	98	-7	96	104	nt	98	99	28	12	-2
Cc1nnc(SCC(=O)N2CCOCC2)[nH]c1=O	99	97	-7	99	103	6	98	102	14	21	-2
O=S1(=O)C[C@@H](N2CCOCC2)[C@H](N2CCOCC2)C1	102	98	0	95	107	-22	101	103	22	-6	-34
Cc1ccc(S(=O)(=O)Nc2c(C)n(C)n(-c3ccccc3)c2=O)cc1	94&100	105&99	0&1	92&103	92&99	1	95&101	92&101	9&15	-8&5	-55&-33
CCC(C)(C)NC(=O)C(c1cccs1)N(C(=O)c1ccn[nH]1)c1cccc(OC)c1 (configuration not stated)	96	108	2	103	110	7	102	102	11	3	-15
Cn1cc(SCC(=O)N2CCOCC2)c2ccccc21	98	101	-3	102	107	nt	101	102	6	4	-19
COc1cc(C(=O)NNC(=S)NC(=O)c2ccc(Cl)cc2)cc(OC)c1OC	92	95	nt	98	99	-17	96	94	20	-71	-58
